CendR NRP1 mod – modulators of CendR peptide binding to human neuropilin-1; O14786; FAM-RPARPAR peptide binding to NRP-1, fluorescence polarization; inhibition, % at 25 µM; 360,000 compounds, 0.85% hits; AID 602438;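 active = inhibition or corrected inhibition above about 18%, plus a signal ratio from 0.5 to 1.5, limit read from the data, passing the limit was not always enough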; note: strong numbers were not always called active
Rin1-Abl PPI inh – inhibitors of human Rin1-Abl protein interaction; P00519+Q13671; TR-FRET Rin1/Abl binding, biochemical; inhibition, % at 7.35 µM; 360,000 compounds, 0.4% hits; in the data active = inhibition above about 5%, passing the limit was not always enough
bovine MsrA act – activators of bovine methionine sulfoxide reductase A; purified bovine MsrA, absorbance read-out; activation, % at 10.6 µM; 360,000 compounds, 0.3% hits; in the data active = activation above about 7.5%;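 note: 0% = vehicle and 100% = reference activator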
MT1-MMP act inh – inhibitors of human MT1-MMP activation; P50281; GFP/RFP ratio change, % at 20 µM; 360,000 compounds, 0.061% hits; HT1080 RFP-PRO-GFP cells, GFP/RFP ratio fluorescence, overnight; percent of plate control window, DMSO zero;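 active = GFP/RFP ratio change of at least 30% with cell ATP level not reduced by more than half and red fluorescence within 50% of control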; note: strong numbers were not always called active
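Assay system: HT1080 RFP-PRO-GFP cells | Dosing: 20 µM single dose, 1% DMSO | Incubation: Cells overnight before dosing, compound overnight, 37 °C, 5% CO2 | Evaluation: GFP/RFP fluorescence ratio | Control set: DMSO-only wells and HT1080 RFP-L50D-GFP cell wells as references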
SKN-1 inh – C. elegans SKN-1 inhibition; C. elegans VP596 Pgst-4::GFP/RFP ratio, acrylamide-induced, 24 h; inhibition, % at 21.8 µM; 360,000 compounds, 0.49% hits;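 active = interference check ratio from 0.5 to 1.5 plus GFP to RFP signal ratio inhibition reaching or exceeding a fixed threshold, cut at about 30% in these data, passing the limit was not always enough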; note: some compounds called inactive have numbers as strong as hits
Neddyl block – cullin neddylation inhibition | P61081+Q13564 | TR-FRET cullin neddylation, biochemical | calls only at 25 µM | 360,000 compounds, 0.58% hits; in the data active = inhibition above about 36%
Target sequence (P61081 whole entry, looked up): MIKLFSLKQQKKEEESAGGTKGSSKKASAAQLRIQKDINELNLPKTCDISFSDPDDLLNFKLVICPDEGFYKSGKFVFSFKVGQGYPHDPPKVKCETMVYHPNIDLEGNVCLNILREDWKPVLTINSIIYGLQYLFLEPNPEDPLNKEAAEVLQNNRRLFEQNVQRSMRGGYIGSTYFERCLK
Target sequence (Q13564 whole entry, looked up): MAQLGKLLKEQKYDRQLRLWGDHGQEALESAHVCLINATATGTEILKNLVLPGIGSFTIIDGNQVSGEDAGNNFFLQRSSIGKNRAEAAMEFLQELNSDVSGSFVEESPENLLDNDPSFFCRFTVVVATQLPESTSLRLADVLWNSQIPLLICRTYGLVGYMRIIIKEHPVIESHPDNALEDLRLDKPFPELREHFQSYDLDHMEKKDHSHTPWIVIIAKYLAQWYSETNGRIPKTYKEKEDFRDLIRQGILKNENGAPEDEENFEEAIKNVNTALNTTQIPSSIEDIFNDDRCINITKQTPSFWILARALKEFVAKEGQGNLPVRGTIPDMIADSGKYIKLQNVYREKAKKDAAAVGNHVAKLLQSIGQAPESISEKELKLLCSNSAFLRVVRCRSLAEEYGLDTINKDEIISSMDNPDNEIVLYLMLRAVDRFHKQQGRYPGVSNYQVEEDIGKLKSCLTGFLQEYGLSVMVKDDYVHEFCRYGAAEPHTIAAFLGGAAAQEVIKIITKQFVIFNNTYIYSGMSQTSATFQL
eLon inh – inhibitors of E. coli Lon protease. P0A9M0. purified E. coli Lon protease, fluorescence polarization. 360,000 compounds, 0.42% hits. inhibition, % at 7.94 µM; in the data active = inhibition above about 13%, passing the limit was not always enough;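 note: 0% = enzyme with probe and DMSO and 100% = no enzyme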
FAS TE block – inhibitors of human fatty acid synthase thioesterase domain | 360,000 compounds, 0.67% hits | inhibition, % at 15 µM | P49327 | recombinant FAS-TE, OMFH fluorogenic substrate, fluorescence endpoint | AID 602261;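 active = compounds whose normalised, plate-corrected inhibition of enzyme fluorescence in the single-dose primary screen is 50% or more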;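 note: 0% = DMSO with enzyme and 100% = substrate without enzyme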
MsrA inh – bovine MsrA inhibition | 360,000 compounds, 0.75% hits | purified bovine MsrA, absorbance read-out | inhibition, % at 15.5 µM; in the data active = inhibition above about 4.5%;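 note: 0% = vehicle wells with enzyme and 100% = reference inhibitor wells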
* marks the source's active call; other numbers are inactive results; i = inactive; . = no result given; + = active, no number.

SMILES | CendR NRP1 mod | Rin1-Abl PPI inh | bovine MsrA act | MT1-MMP act inh | SKN-1 inh | Neddyl block | eLon inh | FAS TE block | MsrA inh
CN1/C(=C\C=Nc2ccc3ccccc3c2)C(C)(C)c2ccccc21 | -105 | -3 | -5 | -12 | 9 | i | -21 | -76 | .
COc1ccccc1NC(c1cccnc1)c1ccc2cccnc2c1O (configuration not stated) | -7 | 1 | -6 | 4 | 3 | i | -5 | -3 | -0.2
COc1ccc(N2CCN(C(=O)CCNC(=O)c3ccccc3)CC2)cc1 | 3 | 1 | -8 | 5 | 1 | i | 5 | -9 | 0.6
COc1cccc(C(C(=O)NC2CCCC2)N(CCC(C)C)C(=O)CCC(=O)Nc2cc(C)on2)c1 (configuration not stated) | 11 | 5 | -6 | -4 | 2 | i | -7 | 2 | 0.7
CN1CCN(c2ccc(S(=O)(=O)N3CCOCC3)cc2NC(=O)CC(C)(C)C)CC1 | -3 | 2 | -8 | -1 | -11 | i | -5 | 0 | -0.4
C=CCOc1c(Br)cc(CNn2c(C)n[nH]c2=S)cc1OC | -8 | -1 | -5 | 3 | 0 | i | -2 | 9 | 0.8
COc1cccc(/C=N\NS(=O)(=O)c2ccccc2)c1OC | -7 | -2 | -6 | 1 | -9 | i | -1 | -4 | 0.4
COC(=O)c1cccc(CN2C(=O)C(C)Sc3ccc(C#N)cc32)c1 (configuration not stated) | 8 | -2 | 0 | -6 | 25 | i | -2 | 20 | -1.2
CS(=O)(=O)N1CCCC(C(=O)c2cccc(Cl)c2)C1 (configuration not stated) | 3 | -2 | -4 | 2 | 7 | i | 1 | -4 | -1.1
COc1cc(Cl)ccc1NC(=S)N(CCCN1CCOCC1)Cc1cn(C)c2ccccc12 | -8 | -1 | -2 | 3 | 13 | i | 4 | 25 | 1.0
O=C(N1CCCC1)n1c(Cc2ccccc2)nc2ccccc21 | -2 | 3 | -12 | -1 | 12 | i | -2 | -9 | -0.4
CC1(c2ccc3noc(-c4ccc(Cl)cc4)c3c2)OCCO1 | -12 | -1 | -7 | -5 | -18 | i | -6 | 1 | -0.7
C=CCn1c(SCC(=O)Nc2ccc3c(c2)OCO3)nnc1-c1ccccc1O | 3 | 1 | -10 | 2 | -8 | i | -1 | -8 | -1.2
COc1cc(NC(=O)c2ccc(-c3ccnn3C)c3ccoc23)cc(OC)c1OC | -6 | -7 | -1 | 6 | 10 | i | 11 | 1 | 0.0
CC(=O)N(CCN(C(C)=O)c1ccccc1)c1ccccc1 | 4 | 1 | 2 | 2 | 3 | i | -6 | -4 | 0.6
CCc1cc2c(NCC(=O)O)ncnc2s1 | -2 | 1 | -7 | 1 | 8 | i | 1 | -1 | -0.2
COc1ccc(C(=O)OC(C(=O)c2ccccc2)c2ccccc2)cc1 (configuration not stated) | 4 | -2 | -7 | -3 | 3 | i | 1 | 27 | 2.8
COc1ccccc1-n1c(SCC(=O)Nc2cccc(C)c2)nc2c(c1=O)SCC2 | -5 | -1 | -2 | -3 | -7 | i | -9 | 9 | 2.1
COCCn1c(SCC(=O)Nc2cccc(S(N)(=O)=O)c2)nc2ccccc21 | 17 | -2 | -2 | -1 | 8 | i | 6 | -9 | 0.0
O=C(NCc1ccc(F)cc1)C1CCCN(S(=O)(=O)c2cccc3nonc23)C1 (configuration not stated) | -4 | -3 | -15 | 3 | 27 | i | 7 | -2 | 1.6
Cc1ccc2c(c1)C1CN(C)CCC1N2S(=O)(=O)c1cccc(C(F)(F)F)c1 (configuration not stated) | -20 | 0 | -2 | -1 | -2 | i | -5 | 6 | -0.9
O=C(NCCOC12CC3CC(CC(C3)C1)C2)c1cccc(Br)c1 | 5 | 3 | -4 | -2 | 4 | i | -6 | 26 | 0.6
Cc1ccc(-c2ccc(CCC(=O)O)n2CC(=O)O)cc1 | -29 | -1 | -3 | 0 | 13 | + | -12 | -5 | .
COc1ccc(OC)c(NC(=O)COC(=O)/C=C/c2c(C)nn(C3CCS(=O)(=O)C3)c2Cl)c1 (configuration not stated) | -11 | 1 | 1 | 1 | -17 | i | -3 | 0 | 2.9
CCOC(=O)c1sc2ncn(C(CC)C(=O)OC)c(=O)c2c1C (configuration not stated) | -14 | 1 | -1 | 6 | -1 | i | -8 | -6 | 2.0
C=CCn1c(SCC(=O)Nc2cccnc2Cl)nnc1-c1ccccc1F | 1 | 0 | -5 | 3 | 5 | i | 2 | -7 | 0.0
COc1ccc(C)cc1S(=O)(=O)N1CCN(S(=O)(=O)c2cc(C(=O)O)ccc2C)CC1 | -1 | -2 | -1 | -2 | 8 | i | 4 | -4 | -0.7
CCCC(C)c1nnc(NC(=O)C2CC(=O)N(CCc3ccc(F)cc3)C2)s1 (configuration not stated) | 8 | 1 | 0 | 1 | 10 | i | 2 | -2 | -0.8
COc1ccc(NC(=O)CC2C(=O)N(c3ccc(Cl)cc3)C(=S)N2CCc2ccccn2)cc1 (configuration not stated) | 6 | 0 | -2 | 11 | 4 | i | 4 | 17 | -1.1
CCN(CC)CCNC(=O)c1ccc(NC(=O)c2cccc(S(=O)(=O)N3CCCCCC3)c2)cc1 | -5 | -1 | 0 | 4 | 5 | i | 14 | -8 | -0.3
CCCSc1nc2[nH]ncc2c(=O)[nH]1 | 5 | -4 | -2 | 6 | -4 | i | -7 | -10 | -0.2
COC(=O)c1cc(OC)c(OC)cc1NC(=O)Nc1ccccc1F | 6 | 2 | -1 | 2 | 16 | i | -3 | -6 | -0.1
Cc1cc(C)c[n+](-c2nc([O-])sc2C=O)c1 | 10 | 0 | -5 | -1 | 14 | i | 6 | -4 | 0.2
CCOc1ccc(C(C)=O)cc1COC(=O)C(C)N=C1NS(=O)(=O)c2ccccc21 (configuration not stated) | -3 | 2 | 0 | -2 | 12 | i | 1 | -1 | 1.0
NNC(=O)CCN1CCN(Cc2ccccc2)CC1 | 11 | 0 | -1 | -2 | -9 | i | 9 | -5 | 1.2
O=C(Cn1nnc(-c2ccc([N+](=O)[O-])cc2)n1)NNC(=O)c1ccccc1 | 1 | 0 | -3 | 1 | -10 | i | -2 | 7 | .
CCC1(C)Cc2c(sc3nnn(CC(=O)Nc4ccc(C)cc4)c(=O)c23)CO1 (configuration not stated) | 8 | 1 | -13 | -4 | 0 | i | -2 | 11 | 1.4
COc1ccc2oc(C(=O)CCC(=O)O)c(N)c2c1 | -13 | -5 | -1 | -2 | -5 | + | -9 | -5 | 2.5
O=c1c2ccccc2nc2oc3ccccc3n12 | 5 | 4 | -5 | -1 | 8 | i | 8 | -4 | -0.9
CCOC(=O)c1c(C(=O)OCC)c(C)n(CCc2ccccc2)c1C | 1 | -3 | -1 | -6 | 9 | i | 6 | 2 | -1.7

A run of entries of the results above:
SMILES | CendR NRP1 mod | Rin1-Abl PPI inh | bovine MsrA act | MT1-MMP act inh | SKN-1 inh | Neddyl block | eLon inh | FAS TE block | MsrA inh
CCC1(C)Cc2c(sc3nnn(CC(=O)Nc4ccc(C)cc4)c(=O)c23)CO1 (configuration not stated) | 8 | 1 | -13 | -4 | 0 | i | -2 | 11 | 1.4
COc1ccc2oc(C(=O)CCC(=O)O)c(N)c2c1 | -13 | -5 | -1 | -2 | -5 | + | -9 | -5 | 2.5
O=c1c2ccccc2nc2oc3ccccc3n12 | 5 | 4 | -5 | -1 | 8 | i | 8 | -4 | -0.9
CCOC(=O)c1c(C(=O)OCC)c(C)n(CCc2ccccc2)c1C | 1 | -3 | -1 | -6 | 9 | i | 6 | 2 | -1.7

Additional compounds:
SMILES | CendR NRP1 mod | Rin1-Abl PPI inh | bovine MsrA act | MT1-MMP act inh | SKN-1 inh | Neddyl block | eLon inh | FAS TE block | MsrA inh
CCn1ccnc1CN(C)C(=O)c1ccc2nc(Cc3ccc(OC)cc3)oc2c1 | 0 | 7 | -1 | 4 | 4 | i | 2 | -5 | 0.1
CCN(C(=O)C(=O)c1c[nH]c2ccccc12)c1ccccc1 | 1 | 0 | -11 | -1 | 4 | i | 0 | -2 | 0.8
COc1ccccc1CNC(=O)c1cc(-c2ccccc2C)nn1CC1CC(c2cccnc2)=NO1 (configuration not stated) | 25 | 2 | -5 | -2 | 6 | i | 1 | 6 | -0.6
COc1cccc(CC(=O)Nc2cc(S(=O)(=O)N3CCCCC3)ccc2C)c1 | 5 | -1 | -3 | 6 | 7 | i | -5 | 5 | -0.3
COCCCn1cnc2c(c1=O)c1nc3ccccc3nc1n2CCc1ccccc1 | -2 | 3 | -2 | 7 | 36* | + | -4 | 3 | 1.3
O=C1CSc2ccc(C(=O)N3CCN(c4ccccn4)CC3)cc2N1 | 15 | 4 | -3 | 0 | 13 | i | -10 | -2 | 0.9
Cc1cc(C)c(C(=O)COC(=O)c2c(C)noc2C)cc1C | 2 | 3 | -6 | 2 | 1 | i | -1 | 21 | -0.8
N#Cc1cc[n+](CC(=O)c2ccc(NC(=O)c3ccccc3)cc2)cc1 | -12 | -2 | -1 | -2 | -5 | i | -7 | 1 | 1.2
O=C1OC(/C=C/c2ccccc2)=NC/1=C\c1cccnc1 | -2 | -3 | -2 | 3 | 1 | i | -1 | -1 | 0.4
COc1cccc(/C=C2\SC(=S)N(CCCC(=O)N3CCCC3)C2=O)c1 | -13 | -1 | -5 | -2 | -18 | i | -1 | 10 | 0.2
Brc1cccc(OCCn2ccnc2)c1 | -2 | 0 | 0 | -6 | -6 | i | -5 | -2 | -1.6
COc1ccc(C(=O)Cn2cnc3ccccc3c2=O)cc1 | -3 | 2 | -2 | 2 | 5 | i | -13 | -6 | -0.8
Cc1cc(=O)oc2c(C)c(OCC(=O)NCCCn3ccnc3)ccc12 | 7 | -4 | -1 | -2 | 17 | i | -5 | -6 | 3.1
OCC1CCCN(Cc2ccc(-c3ccccc3)cc2)C1 (configuration not stated) | -5 | -3 | -6 | 0 | -8 | i | -5 | -5 | -0.7
CCC[n+]1c2ccccc2cc2ccccc21 | 8 | -2 | -2 | -5 | 21 | i | 7 | -4 | -0.8
Nc1nc(-n2cnnc2)nn1-c1ccccc1 | -1 | 4 | -3 | 12 | 7 | i | -6 | -6 | -1.4
Nc1n[nH]c(N)c1N=Nc1ccc(Cl)cc1 | -6 | -5 | -5 | 2 | 4 | i | -4 | -7 | 6.1*
CCOC(=O)C1CCN(S(=O)(=O)c2ccc(C)c(C(=O)NC3CCCCC3)c2)CC1 | 10 | 2 | -3 | -2 | 10 | i | -10 | -3 | -0.5
CNC(=O)COC(=O)Cc1ccc(Cl)cc1 | -7 | -1 | -5 | 2 | -6 | i | 6 | -1 | -1.3
CC/C(=N/NC(=O)c1ccc2c(c1)OCO2)c1ccccc1O | 1 | 0 | -2 | 1 | -6 | i | -3 | 19 | -0.7
COc1cc(Cn2nnc3ccccc32)ccc1O | -1 | -2 | -3 | 0 | 12 | i | 3 | -6 | -0.6
COc1ccccc1C(=O)n1nc(-c2ccco2)nc1SC | 5 | -4 | -2 | -1 | -5 | i | -3 | 1 | 1.4
CC1(N(O)/C=C2\C=CC=CC2=O)CCCCC1=O (configuration not stated) | 5 | 0 | -1 | 0 | 1 | i | 2 | -3 | -0.8
CC(C)CNC(=S)N1CCN(c2nc3ccccc3s2)CC1 | 5 | -2 | -6 | 7 | -9 | i | -11 | -6 | 1.6
CC(C)C[C@H]1CN([C@@H](CC(C)C)CN2CCC[C@H]2CN2C(=O)C(=O)NC[C@@H]2Cc2ccccc2)C(=O)C(=O)N1CCc1ccccc1 | -11 | . | -3 | 6 | 15 | i | -10 | 7 | -1.2
O=C(O)CC(CC(=O)Nc1ccc(F)c(Cl)c1)c1ccc(Cl)cc1Cl (configuration not stated) | -1 | -3 | -3 | 1 | -10 | i | -2 | 14 | -1.4
Cc1cccc(C2CC(c3ccccc3)Nc3ncnn32)c1 (configuration not stated) | -9 | -2 | -3 | 1 | 17 | i | -6 | 2 | 0.8
O=C(NCc1ccccc1)C1CCCN1S(=O)(=O)c1ccc(Cl)cc1 (configuration not stated) | 6 | 0 | -2 | -2 | 13 | i | -11 | 1 | -1.0

Source: PubChem (several laboratories)
